Compound activity (PubChem BioAssay)
VIM-2 inh: VIM-2 metallo-beta-lactamase inhibitors, primary screen, biochemical, epi-absorbance readout, Pseudomonas aeruginosa enzyme | AID 1527, 2009 | actives 0.89% (n = 290,000) | purified VIM-2, nitrocefin hydrolysis, epi-absorbance fluorescence | inhibition, % at 5.6 µM;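 active = inhibition above the mean of all tested compounds plus 3 SD, cutoff set per screening run, cut at about 7.5% in these data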;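 also: red hydrolysis product quenches plate fluorescence so inhibitors raise well fluorescence; 0% = enzyme with DMSO and 100% = DMSO without enzyme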
V1aR counter: agonists of human V1a receptor, primary screen, counter-screen for OXTR agonist project, fluorescence, CHO-V1R cells. Vasopressin V1a receptor (Homo sapiens), P37288. Fluo-8 calcium fluorescence, agonist mode; 0% DMSO, 100% 3 nM vasopressin. activation, % at 3 µM. actives 0.25% (n = 320,000);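 active = activation above the mean activation of all tested compounds plus 3 SD, per screening run, cut at about 20% in these data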;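 also: signal is peak over basal fluorescence ratio across a 100 second FLIPR read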
PHOSPHO1 inh: PubChem AID 1565; Phosphoethanolamine/phosphocholine phosphatase (Homo sapiens), Q8TCT1; recombinant PHOSPHO1, absorbance phosphatase assay; inhibition, % at 13.3 µM; actives 1.1% (n = 290,000); in the data active = inhibition above about 60%
Target sequence (Q8TCT1 whole entry, looked up): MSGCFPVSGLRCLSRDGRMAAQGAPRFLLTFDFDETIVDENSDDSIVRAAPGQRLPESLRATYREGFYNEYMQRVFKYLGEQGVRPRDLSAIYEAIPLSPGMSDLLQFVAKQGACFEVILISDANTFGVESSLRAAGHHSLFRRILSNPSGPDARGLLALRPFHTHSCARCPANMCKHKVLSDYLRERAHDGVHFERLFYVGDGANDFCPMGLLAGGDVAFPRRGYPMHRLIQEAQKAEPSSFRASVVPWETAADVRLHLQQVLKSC
IMP-1 inhibitor: IMP-1 metallo-beta-lactamase inhibitors, primary screen, biochemical, epi-absorbance readout, Pseudomonas aeruginosa enzyme; metallo-beta-lactamase IMP-1 (Pseudomonas aeruginosa); purified IMP-1, nitrocefin hydrolysis, epi-absorbance fluorescence; inhibition, % at 5.6 µM; actives 0.45% (n = 290,000);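 active = inhibition above the mean plus 3 SD of all compounds in the same screening run, cut at about 4.5% in these data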;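 also: 0% = IMP-1 with DMSO and 100% = DMSO wells lacking enzyme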
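System: purified recombinant IMP-1 beta-lactamase. Medium: Zinc- and detergent-supplemented HEPES buffer, pH 7.1. Compound: one 5.6 µM dose […]. Schedule: 15 min preincubation plus 25 min reaction at 25 °C. Technique: Epi-absorbance fluorescence, 480 nm excitation, 530 nm emission.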
NS3 helicase inh: inhibitors of HCV NS3 helicase, primary screen, biochemical, Cy5 molecular beacon fluorescence; Hepatitis C virus NS3 helicase; NS3 helicase DNA unwinding; actives 0.56% (n = 290,000); inhibition, % at 10.9 µM;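 active = inhibition above the mean of all tested compounds plus 3 SD, set per campaign, cut at about 35% in these data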;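 also: 0% = DMSO wells and 100% = thioflavine S control wells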
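System: NS3 helicase fragment of HCV / Schedule: 1 h at 25 °C / Control set: DMSO alone as 0% and 110 µM thioflavine S as 100% / Reagent: Cy5/quencher beacon DNA duplex and ATP to start / Technique: Cy5 fluorescence / Replication: singlicate / Evaluation: % inhibition of end-to-start signal ratio versus controls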
OXTR ag: human OXTR agonists, primary screen, fluorescence, CHO-OTR cells, Fluo-8 calcium; actives 0.32% (n = 320,000); AID 2435, 2010; activation, % at 3 µM; Oxytocin receptor (Homo sapiens), P30559; Fluo-8 calcium fluorescence; normalized: DMSO 0%, oxytocin 100%;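 active = activation above the mean of all tested compounds plus 3 SD, cutoff set per screening run, cut at about 20% in these data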;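 also: peak over basal fluorescence ratio from a 100 s FLIPR kinetic read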
GPR7 antag: GPR7 receptor antagonists, primary screen, cell-based, fluorescence, single concentration | Neuropeptides B/W receptor type 1 (Homo sapiens), P48145 | actives 1.1% (n = 290,000) | AID 1861, 2009 | inhibition, % at 4.4 µM | GPR7-expressing cells, fluorescence antagonist assay; in the data active = inhibition above about 16%, passing the limit was not always enough;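 also: cells stimulated with the agonist NPW; 0% = agonist with vehicle and 100% = vehicle without agonist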
Target sequence (P48145 whole entry, looked up): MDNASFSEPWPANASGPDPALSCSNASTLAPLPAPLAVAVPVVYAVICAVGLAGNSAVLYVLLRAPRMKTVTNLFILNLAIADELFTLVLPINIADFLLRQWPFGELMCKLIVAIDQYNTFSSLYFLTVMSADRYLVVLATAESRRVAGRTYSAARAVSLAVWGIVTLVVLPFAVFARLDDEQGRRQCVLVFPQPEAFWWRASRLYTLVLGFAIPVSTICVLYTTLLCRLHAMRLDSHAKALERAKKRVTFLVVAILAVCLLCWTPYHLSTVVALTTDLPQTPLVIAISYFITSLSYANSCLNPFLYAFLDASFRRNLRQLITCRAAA
GalR3 antag: GalR3 antagonists in HEK293 cells, primary screen, cell-based, fluorescence readout; Galanin receptor type 3 (Homo sapiens), O60755; inhibition, % at 3 µM; actives 0.44% (n = 360,000); HEK293 GalR3-CNG cAMP membrane potential fluorescence; galR3 body fused to GalR1 C-terminus;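 active = inhibition above the screen-wide average plus 3 SD, cut at about 13% in these data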;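 also: forskolin and galanin both at EC90 stimulate the cells; cAMP rise reported by CNG channel membrane potential dye signal; 0% = forskolin plus galanin with DMSO and 100% = forskolin alone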
Target sequence (O60755 1-299 limits assumed): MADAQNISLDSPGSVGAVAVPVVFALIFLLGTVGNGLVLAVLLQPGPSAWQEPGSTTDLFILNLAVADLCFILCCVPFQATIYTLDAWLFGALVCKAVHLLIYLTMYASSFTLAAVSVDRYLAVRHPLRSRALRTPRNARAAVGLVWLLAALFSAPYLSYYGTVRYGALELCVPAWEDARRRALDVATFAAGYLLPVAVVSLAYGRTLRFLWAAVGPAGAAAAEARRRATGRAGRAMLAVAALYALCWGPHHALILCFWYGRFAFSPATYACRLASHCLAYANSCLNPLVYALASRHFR
FID counter: compounds displacing fluorescent DNA intercalator, primary screen, artefact control for HCV NS3 helicase inhibitor project, biochemical, FID fluorescence; actives 0.17% (n = 290,000); inhibition, % at 7.9 µM; DNA fluorescent intercalator displacement; AID 1845, 2009; in the data active = inhibition above about 37%;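 also: 0% = vehicle and 100% = reference compound; higher means more ethidium bromide displaced from hairpin DNA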
The depositor's hits bear a star; · = no result given.

SMILES | VIM-2 inh | V1aR counter | PHOSPHO1 inh | IMP-1 inhibitor | NS3 helicase inh | OXTR ag | GPR7 antag | GalR3 antag | FID counter
CN1CCN(S(=O)(=O)c2ccc(N)cc2)CC1 | -4.6 | 0.5 | -14.7 | -3.1 | -0.9 | 2.0 | -14.8 | 4.3 | 2.0
Cc1cccc(OCc2nnc(SCC(=O)c3ccccc3)o2)c1 | -4.3 | 3.1 | 37.5 | -3.6 | -10.2 | 0.8 | -13.1 | -3.2 | -25.1
O=C(O)C1CCCN(S(=O)(=O)c2ccc(F)cc2)C1 (stereo not given) | -1.4 | 1.1 | -25.0 | -2.6 | -9.6 | 0.3 | -8.9 | 0.6 | 0.7
CCS(=O)(=O)c1ccc(S(=O)(=O)CC)s1 | -2.7 | 1.6 | -3.3 | -2.8 | -0.3 | 1.8 | 14.5 | -4.5 | 4.2
COc1ccc(N2C(=O)CC(NCc3ccncc3)C2=O)cc1 (stereo not given) | -4.5 | 0.2 | -15.8 | -2.8 | 0.8 | -0.4 | -17.1 | 7.0 | -0.4
COC(=O)CN(c1ccc2c(c1)OCO2)S(=O)(=O)c1c(C)[nH]c(=O)[nH]c1=O | -1.1 | 1.3 | -5.0 | -2.1 | 3.5 | 0.0 | -13.3 | -2.5 | 1.8
COc1cccc(-c2nn3c(-c4ccco4)nnc3s2)c1 | · | -1.7 | 31.9 | · | · | -2.2 | · | -0.7 | ·
CCOC(=O)c1c(NC(=O)C(C)Sc2cccc[n+]2[O-])sc2c1CCN(Cc1ccccc1)C2 (stereo not given) | -1.5 | 1.1 | -4.9 | -3.2 | -24.0 | -1.7 | 1.2 | · | -5.2
Cn1ncc(Br)c1C(=O)N/N=C/c1cccc(OC2CSC2)c1 | -3.5 | 2.8 | -12.2 | -2.1 | -18.4 | 1.0 | -1.4 | -2.0 | -14.6
NC(=O)c1cccc(-c2cccc(OC(=O)NC3CCCCC3)c2)c1 | -1.9 | 1.5 | 24.7 | -1.1 | -5.4 | 2.5 | -13.7 | -8.9 | -7.0
CCOC(=O)c1oc2cc(O)ccc2c(=O)c1-c1csc(C)n1 | -0.8 | -0.1 | -6.6 | 3.5 | -2.5 | -0.5 | -13.1 | -1.8 | -7.4
O=[N+]([O-])c1cc(C(F)(F)F)cc([N+](=O)[O-])c1NCCCN1CCOCC1 | -2.5 | 2.5 | 32.3 | -2.8 | 7.3 | -1.0 | -10.1 | 0.8 | 2.8
COc1ccc2c(c1OC)C(=O)N1N=C(c3ccc(F)cc3)CC21 (stereo not given) | -1.1 | -0.6 | 43.1 | -3.4 | -7.9 | -0.3 | -17.4 | -4.1 | -13.9
O=C(CSc1nnc(CNC(=O)c2ccccc2F)o1)Nc1ccc2c(c1)OCO2 | -0.5 | 0.6 | 23.3 | -1.5 | -11.9 | -0.8 | -20.7 | 0.5 | -3.4
Cc1onc(-c2c(F)cccc2Cl)c1C(=O)N1CCOC12CCCCC2 | -4.1 | -0.5 | 51.9 | 1.2 | -6.2 | -2.0 | 6.4 | -3.3 | -15.3
O=C(CSc1cn(CC(=O)N2CCCCCC2)c2ccccc12)NCC1CCCO1 (stereo not given) | -5.2 | 4.3 | -4.6 | -2.5 | 9.7 | 2.3 | -0.4 | -2.7 | -30.8
CCC(C)NC(=O)Cn1cc(S(=O)(=O)N2CCCC2)c(S(=O)(=O)N2CCCC2)c1 (stereo not given) | -4.1 | 2.0 | 1.5 | -2.5 | 12.3 | -1.3 | -8.2 | -6.6 | -13.5
O=C(Nc1cccc([N+](=O)[O-])c1)N1CCCc2ccccc21 | -3.3 | · | -4.0 | -4.4 | 1.0 | · | -1.6 | 4.0 | -1.6
CCOC(=O)c1c(C)[nH]c(-c2csc(C)n2)c1C | -2.0 | -1.9 | 32.2 | -1.7 | -1.6 | -2.2 | -7.2 | -5.0 | -18.0
O=C(CNC(=S)N(Cc1ccccc1)Cc1ccccc1F)NCCc1ccccc1 | -2.1 | 0.8 | 20.2 | -2.3 | -22.1 | -0.4 | 15.6 | -1.5 | -25.9
Cc1cc(N/N=C/c2ccccc2)nc(N)n1 | -2.4 | -0.2 | 32.2 | -4.3 | -33.4 | 0.1 | -12.2 | -6.7 | 7.5
CCc1ccc2c(c1)C(c1ccc(N3CCOCC3)cc1)=NNC(c1ccncc1)=N2 | -4.7 | 0.7 | 45.4 | -2.5 | -15.9 | -1.5 | -3.9 | 0.3 | -32.6
CN1CCc2c(sc3nc(NN)n(Cc4ccccc4)c(=O)c23)C1 | -3.0 | -0.2 | 34.2 | -2.3 | -21.1 | -0.4 | -4.9 | -4.9 | -1.5
O=C(Cc1ccccc1)Nc1nnc(-c2ccco2)s1 | -5.4 | 0.4 | -16.2 | -5.1 | 13.4 | -0.2 | 4.9 | 0.0 | -4.8
COc1ccc(NC(=S)NCC2CCN(c3ccc(OC)cc3)C2)cc1 (stereo not given) | -3.9 | 4.4 | -21.1 | -6.3 | -25.4 | 3.5 | 3.1 | -3.4 | 4.5
SMILES | VIM-2 inh | V1aR counter | PHOSPHO1 inh | IMP-1 inhibitor | NS3 helicase inh | OXTR ag | GPR7 antag | GalR3 antag | FID counter
COc1ccc(S(=O)(=O)N2CCOCC2)cc1NC(=O)c1ccccc1-c1ccc(C(F)(F)F)cc1 | -2.5 | 0.8 | -24.5 | -3.1 | -3.2 | -0.8 | -9.0 | -5.2 | -1.1
O=C(CSc1nc2ccccc2c(=O)n1Cc1ccco1)N1CCN(c2ccccc2)CC1 | 1.7 | -0.2 | 24.5 | 0.0 | -0.4 | -1.9 | -7.0 | -6.0 | -2.7
CC1(C)CC(O)CC(C)(C)N1CC(O)COCc1ccccc1 (stereo not given) | -5.8 | 2.8 | 24.0 | -0.9 | 12.1 | 1.0 | 12.7 | 0.0 | 6.2
Cc1ccc(C)c(N2CCN(C(=O)c3nn(C)c4c3CS(=O)(=O)c3ccccc3-4)CC2)c1 | -1.6 | 9.9 | 38.0 | -1.0 | -6.4 | 5.6 | 2.7 | -1.2 | -52.1
CN(C)/C=N/c1ncn(-c2ncc(C(F)(F)F)cc2Cl)n1 | -4.4 | -0.1 | 22.6 | 0.5 | 0.4 | 0.2 | -2.0 | -3.6 | -0.6
Nc1nc2ccc(Cc3ccncc3)cc2s1 | -2.1 | 0.5 | 32.3 | -4.1 | 8.5 | 1.7 | -7.7 | -7.0 | -8.6
O=C(CCc1ccccc1)Nc1cccnc1Cl | -1.4 | 0.1 | -3.1 | -2.7 | 6.5 | 1.1 | -19.0 | -2.4 | 2.8
Cc1cc(Cl)c(S(=O)(=O)Nc2cccc(O)c2)cc1OCC(N)=O | -3.7 | 0.2 | 8.7 | -2.9 | 2.7 | 0.3 | -5.0 | 0.2 | 1.6
CCn1c(=O)c(C(=O)NCCCO)c(O)c2ccccc21 | 1.5 | 0.6 | 2.6 | -1.6 | -0.8 | -1.5 | -1.4 | -1.5 | -11.0
O=C(Nc1ccc([N+](=O)[O-])cc1Br)c1cc2ccccc2nc1Cl | 0.9 | 0.1 | -34.5 | 0.7 | 1.7 | -0.2 | 18.0 | -5.8 | -1.3
COc1cc(NC(=O)Cn2nc(C(F)(F)F)c(Br)c2C)cc([N+](=O)[O-])c1 | -5.3 | 9.0 | -12.5 | -4.1 | 2.6 | 4.5 | -2.7 | 0.9 | 10.2
Cc1cc(C(=O)Nc2ccc(N3CCOCC3)c3nonc23)ccc1[N+](=O)[O-] | -3.2 | 6.3 | -47.7 | -3.5 | 7.7 | 3.9 | -15.4 | -8.6 | -4.9
CCOC(=O)c1cnc2c(OC)cccc2c1N1CCN(c2ccccc2OC)CC1 | -0.6 | 5.2 | 13.5 | -5.8 | -2.8 | 0.6 | -24.6 | 0.6 | -26.6
CCOC(=O)N1CCC(NC(=O)c2cc(S(=O)(=O)NCCc3ccccc3)ccc2F)CC1 | -2.2 | 4.8 | 28.7 | -1.3 | -1.0 | 3.5 | -5.1 | 3.3 | -43.2
CCOC(=O)c1c(N)sc(C(=O)OCCOC)c1C | -1.4 | 0.5 | -21.2 | -3.6 | 8.8 | -0.1 | 9.6 | -0.6 | -9.0
COc1ccc2c(CCNC(=O)CN3C(=O)c4ccccc4C3=O)c[nH]c2c1 | -3.7 | 1.6 | -0.5 | -4.5 | -0.6 | 3.1 | -0.5 | -0.3 | -2.5
CC(C)N(C)Cc1nnnn1CC(=O)N(C)Cc1cccc(Cl)c1 | -0.2 | 0.9 | · | -1.7 | -1.9 | -0.1 | 3.0 | -7.9 | -6.1
CC(=O)c1cccc(NC(=O)N2C3CCC2CC(O)(c2cccnc2)C3)c1 (stereo not given) | 0.9 | -0.2 | 7.0 | -0.9 | -3.6 | -0.5 | -3.3 | -3.3 | -3.9
Cc1[nH]c2ccccc2c1C1C(c2ccccc2)=NN=C(C(C)C)N1O (stereo not given) | -0.2 | 1.4 | 24.1 | -1.7 | -11.2 | -1.0 | 3.1 | -7.2 | -7.1
CC1(C)Cc2c(C#N)c(SCc3ccccc3)nc(N3CCOCC3)c2CO1 | -2.6 | -0.6 | -9.3 | -4.6 | 3.6 | -1.9 | 8.4 | 0.3 | -1.6

As a working copy, four of the compounds above:
SMILES | VIM-2 inh | V1aR counter | PHOSPHO1 inh | IMP-1 inhibitor | NS3 helicase inh | OXTR ag | GPR7 antag | GalR3 antag | FID counter
CC(C)N(C)Cc1nnnn1CC(=O)N(C)Cc1cccc(Cl)c1 | -0.2 | 0.9 | · | -1.7 | -1.9 | -0.1 | 3.0 | -7.9 | -6.1
CC(=O)c1cccc(NC(=O)N2C3CCC2CC(O)(c2cccnc2)C3)c1 (stereo not given) | 0.9 | -0.2 | 7.0 | -0.9 | -3.6 | -0.5 | -3.3 | -3.3 | -3.9
Cc1[nH]c2ccccc2c1C1C(c2ccccc2)=NN=C(C(C)C)N1O (stereo not given) | -0.2 | 1.4 | 24.1 | -1.7 | -11.2 | -1.0 | 3.1 | -7.2 | -7.1
CC1(C)Cc2c(C#N)c(SCc3ccccc3)nc(N3CCOCC3)c2CO1 | -2.6 | -0.6 | -9.3 | -4.6 | 3.6 | -1.9 | 8.4 | 0.3 | -1.6

Exported as labelled records: two of the compounds above.
CN(C)/C=N/c1ncn(-c2ncc(C(F)(F)F)cc2Cl)n1
  VIM-2 inh = -4.4	V1aR counter = -0.1	PHOSPHO1 inh = 22.6	IMP-1 inhibitor = 0.5	NS3 helicase inh = 0.4	OXTR ag = 0.2	GPR7 antag = -2.0	GalR3 antag = -3.6	FID counter = -0.6
CCOC(=O)c1cnc2c(OC)cccc2c1N1CCN(c2ccccc2OC)CC1
  VIM-2 inh = -0.6	V1aR counter = 5.2	PHOSPHO1 inh = 13.5	IMP-1 inhibitor = -5.8	NS3 helicase inh = -2.8	OXTR ag = 0.6	GPR7 antag = -24.6	GalR3 antag = 0.6	FID counter = -26.6
